Assay outcomes as filed in PubChem BioAssay.
Eya2 inh: blocks the phosphatase activity of human Eya2; actives 0.006% (n = 330,000); O00167; recombinant Eya2, OMFP fluorescence dephosphorylation (OMFP is methylfluorescein phosphate); Potency, µM (highest dose often 76.9 µM), for the others: top-dose activity, negative = inhibition, usual class: inhibitors; also: potency is read from the fitted curve at half-maximal effect; % is scaled to controls: 0 for no effect and ±100 for the full control effect
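Eya2 protein (added as 0.2 uM solution) was preincubated with compound for 10 min at ambient temperature in 50 mM HEPES pH 7.5, 50 mM NaCl, 5 uM MgCl2, 0.05% BSA, 1 mM DTT. OMFP (added at 50 uM) then reacted 10 min; fluorescence read at 485/525 nm.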
USP2a block: inhibitors of human ubiquitin-specific protease USP2a; Potency, µM (doses to about 38.3 µM), for inactives: at the top dose activity change, negative = inhibition, actives largely listed as inhibitors; AID 463254; USP2 core, Ub-CHOP2 coupled fluorogenic reporter, 485/531; actives 0.01% (n = 330,000); O75604;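 also: potency is read from the fitted curve at half-maximal effect; plate controls were DMSO wells for no effect and full inhibition by NEM control for full effect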
Target sequence (O75604 whole entry, looked up): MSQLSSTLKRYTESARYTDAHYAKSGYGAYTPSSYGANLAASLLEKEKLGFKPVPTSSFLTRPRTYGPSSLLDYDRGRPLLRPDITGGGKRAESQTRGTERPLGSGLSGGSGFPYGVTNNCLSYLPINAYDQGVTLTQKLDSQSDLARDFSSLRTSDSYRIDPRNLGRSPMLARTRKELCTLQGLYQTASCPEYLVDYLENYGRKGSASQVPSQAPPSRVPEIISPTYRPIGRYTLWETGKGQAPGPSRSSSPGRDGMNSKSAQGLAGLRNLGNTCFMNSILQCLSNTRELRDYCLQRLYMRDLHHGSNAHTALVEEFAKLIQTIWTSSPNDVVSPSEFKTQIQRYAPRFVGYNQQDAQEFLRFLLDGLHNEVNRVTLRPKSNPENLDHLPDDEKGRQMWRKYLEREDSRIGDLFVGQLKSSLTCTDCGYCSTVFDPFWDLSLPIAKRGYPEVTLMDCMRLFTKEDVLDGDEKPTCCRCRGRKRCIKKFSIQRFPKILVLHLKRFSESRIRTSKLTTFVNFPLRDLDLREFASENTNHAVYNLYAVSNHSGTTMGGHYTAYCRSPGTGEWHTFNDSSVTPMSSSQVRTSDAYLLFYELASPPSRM
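Deubiquitinase activity read as fluorescence (485/531 nm) after Ub-CHOP2 cleavage activates the enterokinase reporter on its substrate; USP2 core 10nM, Ub-CHOP2 and substrate 25nM each, 30min compound preincubation then 60min RT; data normalized to NEM, curves fitted.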
BRCA1 expr up: BRCA1 expression activation; MCF7-BRCA1-FFLuc reporter, luminescence, 48 h; response scale: scaled: vehicle 0%, 10 µM genistein 100%; Potency, µM (doses to about 46.1 µM), for the others: at the top dose activation, hits mostly activators; actives 1.1% (n = 380,000); AID 624202; also: potency is read from the fitted curve at half-maximal effect; nearly all actives have a fitted effect of over 80% in size; some results filed as inactive show a strong effect at the top dose
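Cells: MCF7-BRCA1-FFLuc, 2000/well. Exposure: 48 h, 37 °C, 5% CO2. Read: luminescence, 15 min post-substrate. Controls: genistein 10 microM (maximal activation), DMSO (neutral).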
TRPV1 agonist: human TRPV1 agonism; activation, % at 8.33 µM; actives 0.19% (n = 320,000); TRPV1-expressing cells, Fluo-8 calcium influx, agonist mode; AID 540275; in the data active = activation above about 80%; inconclusive = between about 30% and that limit; also: 0% is about no effect
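TRPV1-expressing cells were cultured overnight at 35.5C and loaded with Fluo-8 calcium dye for 40 to 90 min at room temperature. After a 10 s baseline, compound was added and calcium influx was read kinetically for 3 min (ex 480/em 520 nm).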
B2AR arrestin: agonists driving beta-arrestin recruitment to human beta2-adrenergic receptor. beta-arrestin recruitment to beta2AR, cell-based reporter. P07550. AID 492947. Potency, µM (series often up to 46.1 µM), for the others: at the highest dose activation, hits mostly activators. actives 0.02% (n = 330,000);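 also: potency is read from the fitted curve at half-maximal effect; 0% = DMSO controls and full agonism = EC100 isoproterenol or metaproterenol; nearly all actives have a fitted effect of over 65% in size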
Target sequence (P07550 whole entry, looked up): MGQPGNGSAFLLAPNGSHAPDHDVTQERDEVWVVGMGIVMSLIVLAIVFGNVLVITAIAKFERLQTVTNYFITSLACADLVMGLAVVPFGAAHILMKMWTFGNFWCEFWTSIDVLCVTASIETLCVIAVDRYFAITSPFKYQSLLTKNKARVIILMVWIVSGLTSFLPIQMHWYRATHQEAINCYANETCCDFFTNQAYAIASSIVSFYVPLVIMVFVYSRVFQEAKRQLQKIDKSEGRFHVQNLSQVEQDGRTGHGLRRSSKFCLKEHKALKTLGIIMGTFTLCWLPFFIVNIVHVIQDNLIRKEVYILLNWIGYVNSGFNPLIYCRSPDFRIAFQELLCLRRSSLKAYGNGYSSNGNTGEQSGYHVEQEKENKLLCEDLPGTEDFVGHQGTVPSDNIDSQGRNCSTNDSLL
Integrin act MD: activates integrin-mediated alleviation for muscular dystrophy | Potency, µM (doses to about 38.3 µM), for the others: at the highest dose activation, hits mostly activators | alpha7betagal myoblasts, beta-gal FDG fluorescence, 48 h | actives 0.064% (n = 350,000);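 also: potency is read from the fitted curve at half-maximal effect; 100% = response of the positive control SU9516; nearly all actives have a fitted effect of over 60% in size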
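alpha7betagal+/- myoblasts (passage 13, 250/well) treated 48 h at 37C with compounds at 1:260 dilution of DMSO stock. Lysed, then beta-galactosidase activity read as FDG fluorescence (ex 480/em 540) after 30 min, with pre-read for autofluorescence.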
uPA generation: cell surface uPA generation inhibition. cell surface uPA generation assay, qHTS. Potency, µM (doses to about 38.3 µM), for the others: at the highest dose activity change, negative = inhibition, most hits filed as inhibitors. actives 0.31% (n = 330,000). AID 540303; active = well fitted inhibition curve with a large enough effect; inconclusive = small, poorly fitted or top-dose-only effect; inactive = no such curve, though single readings can be large or run the other way; tested in mouse RAW 264.7 cells; also: potency is read from the fitted curve at half-maximal effect; % is scaled to controls: 0 for no effect and ±100 for the full control effect; nearly all actives have a fitted effect of over 55% in size
PTAP TSG101 blk: blocks PTAP/TSG101 interaction to inhibit HIV-1 budding. Fluorescence polarization, FITC-PTAP peptide / Tsg101 binding. Potency, µM (series often up to 115 µM), for the others: at the highest dose activity change, negative = inhibition, hits mostly inhibitors. 340,000 tested, under 10 active; active = well fitted inhibition curve with a large enough effect in the main read-out, with a control signal flat, not every such curve was filed as active; inconclusive = small, poorly fitted or top-dose-only effect, or effect the other way, or a change in a side signal; inactive = no such curve, though single readings can be large or run the other way; also: potency is read from the fitted curve at half-maximal effect; % of control where 0% means no effect
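FP read-out: FITC-PTAP peptide, 50 nM final, binding Tsg101 binding domain, 10 uM final; 20 min, r.t.; 10 mM HEPES pH 7.5, 0.15 M NaCl, 0.01% Tween 20, 3 mM EDTA, 0.1 mM TCEP.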
ELG1 genotoxic: inducers of genotoxicity in HEK293T ELG1-luciferase cells | Potency, µM (doses to about 46 µM), without a hit: at the highest dose activity change, positive = activation, actives largely listed as activators | actives 1.3% (n = 330,000) | HEK293T ELG1-luciferase reporter, luminescence, 16 h; also: potency is read from the fitted curve at half-maximal effect; % of control where 0% means no effect; nearly all actives have a fitted effect of over 60% in size
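Genotoxic stress is detected as increased luminescence from luciferase-tagged ELG1 in HEK293T cells, measured with ONE-Glo after a 16 hr treatment at 37 °C.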
ASM inhibitor: inhibitors of human secretory acid sphingomyelinase. placental ASM, HMU-PC fluorogenic substrate, 60 min. Potency, µM (titrated, usually from 57.5 µM), inactives show at the highest dose activity change, negative = inhibition, hits mostly inhibitors. actives 0.006% (n = 340,000); also: potency is read from the fitted curve at half-maximal effect
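Steps: dispense placental human ASM, pin compound, wait 10 min at room temperature, add HMU-PC0 substrate at 9 uM final, incubate 60 min at 37 °C, add stop solution raising pH to 10, read fluorescence.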
p53 reactivator: restores transcriptional activity of mutant p53. H1299 p53-A138V BP100-luciferase reporter, luminescence, 24 h. Potency, µM (series often up to 92.2 µM), for inactives: at the top dose activity change, positive = activation, actives largely listed as activators. actives 0.063% (n = 320,000). AID 504706; also: potency is read from the fitted curve at half-maximal effect; % of control where 0% means no effect; nearly all actives have a fitted effect of over 45% in size
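H1299 (p53-null), stable ts p53-A138V + BP100-Luc; 1000 cells/well, Opti-MEM/10% FBS; cpd 4 pt, 1:5; 24 h, 37 deg C, 5% CO2; detection reagent 10 min RT; luminescence.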
An asterisk follows results filed as active; ? = inconclusive; nt = not tested or not shown; [ ] = dose if it differs, or a comment. Unless noted, calls follow the shape of the dose curve; as a rule, active = well fitted curve in the direction sought with a large enough effect; inconclusive = small, poorly fitted or top-dose-only effect, or another doubt; inactive = no such curve, though single readings can be large; an effect the other way counts as inactive or inconclusive.

1) O=C(CCCCCN1C(=O)c2ccccc2C1=O)Nc1ccc(F)cc1
2) COc1ccc(Nc2nc(C(=O)N3CCc4cc(OC)c(OC)cc4C3)cs2)cc1
3) COc1cc(C(=O)OCC(=O)N(C)C)cc(NC(=O)c2ccco2)c1OC
4) O=C(CN1CCOCC1)Nc1ccccc1Cl
5) CC(=O)Nc1ccc(S(=O)(=O)N2CCN(S(=O)(=O)c3ccc(F)c(F)c3F)CC2)cc1
6) CCN(c1ccccc1)S(=O)(=O)c1ccc(C(=O)Nc2nccs2)cc1
7) c1cnc2ccc(C(c3nnnn3C3CCCCC3)N3CCN4CCCC4C3)cc2c1 (stereo not given)
8) O=C(C[n+]1cc(-c2ccc(Cl)c(Cl)c2)n2c1CCC2)OCc1ccccc1
Assay by compound	1	2	3	4	5	6	7	8
ASM inhibitor	1%	-14%	-1%	1%	6%	-12%	2%	-1%
p53 reactivator	3%	-6%	-4%	0%	4%	2%	4%	-2%
TRPV1 agonist	19	25	5	-3	-4	23	1	-1
B2AR arrestin	-1.0%	3.0%	-0.2%	-0.2%	0.0%	0.2%	-0.1%	-0.1%
Eya2 inh	-17%	1%	1%	1%	-2%	-1%	-1%	-9%
uPA generation	1%	0%	0%	-4%	4%	-2%	-3%	-5%
Integrin act MD	4%	0%	13%	22%	?	7%	1%	17%
BRCA1 expr up	14%	-23%	1%	9%	-31%	-4%	-10%	18%
ELG1 genotoxic	-2%	-9%	-6%	-4%	3%	2%	0%	-1%
USP2a block	1%	8%	2%	1%	-1%	-1%	1%	0%
PTAP TSG101 blk	-5%	-11%	-7%	1%	-5%	-2%	-3%	-7%

9) O=C(CN1CCN(S(=O)(=O)c2ccc(Cl)c(Cl)c2)CC1)N1CCCC1
10) CN(CC(=O)Nc1ccccc1Br)C(=O)c1ccccc1Cc1ccccc1
11) Cc1ccc(C)c(N2CCN(C(=O)c3ccc(N4CCOCC4)c([N+](=O)[O-])c3)CC2)c1
12) O=C(O)c1ccc(NS(=O)(=O)c2ccc3c(c2)OCCCO3)cc1
13) CCn1c(/C=C/c2c(C)[nH]c3ccccc23)nc2ccccc2c1=O
14) COC(=O)c1cc(C(C)=O)c(C)[nH]c1=O
15) COCCOC1CCN(C(=O)c2cc(COc3ccc(-n4cncn4)cc3)on2)CC1
16) CC(C)=CCC(C)(C)CNC(=O)NC1CCCCC1
Assay by compound	9	10	11	12	13	14	15	16
ASM inhibitor	-2%	-6%	-20%	0%	53%	1%	3%	-2%
p53 reactivator	1%	-8%	-3%	-1%	1%	-1%	5%	?
TRPV1 agonist	-1	18	27	3	8	0	-2	-2
B2AR arrestin	-3.0%	0.0%	-0.3%	0.3%	-1.1%	0.0%	-0.3%	0.0%
Eya2 inh	-15%	-5%	-18%	5%	-5%	-6%	0%	2%
uPA generation	-5%	5%	-6%	1%	8%	7%	7%	7%
Integrin act MD	1%	0%	-22%	6%	0%	-6%	-2%	-7%[1.53 µM]
BRCA1 expr up	2%	7%	-33%	10%	-48%	-15%	-12%	11%
ELG1 genotoxic	3%	1%	-17%	0%	7%	-2%	3%	-5%
USP2a block	0%	-1%	2%	0%	1%	2%	0%	0%
PTAP TSG101 blk	-1%	-1%	1%	0%	10%	-2%	-2%	-5%

The last 3 compounds of the section before come first, to join the parts:
14) COC(=O)c1cc(C(C)=O)c(C)[nH]c1=O
15) COCCOC1CCN(C(=O)c2cc(COc3ccc(-n4cncn4)cc3)on2)CC1
16) CC(C)=CCC(C)(C)CNC(=O)NC1CCCCC1
17) CC(C)CNC(=O)CC(c1ccccc1)c1c(O)ccc2ccccc12 (stereo not given)
18) CCC(=O)Nc1nc(C)c(C(=O)N2CCCCC2)s1
19) COc1ccc(C(=O)n2nc(-c3ccc(OC)cc3)nc2N)cc1
20) O=C(CCNS(=O)(=O)c1ccc(Br)cc1)N1CCN(c2ccccc2O)CC1
21) Nn1c(SCC(=O)N2CCc3ccccc3C2)nnc1-c1cccs1
22) COc1cc(OC)cc(-c2c(-c3ccc(F)cc3)c3cc(-c4cccc5[nH]ccc45)ccc3n2C)c1
23) COCCNC(=O)CNC(=S)N(CCCN1CCOCC1)Cc1cccs1
24) Cc1ccc(C)c(OCC(=O)Nc2nonc2NC(=O)COc2cc(C)ccc2C)c1
Assay by compound	14	15	16	17	18	19	20	21	22	23	24
ASM inhibitor	1%	3%	-2%	12%	3%	8%	-4%	-3%	-1%	5%	-7%
p53 reactivator	-1%	5%	?	2%	-29%	2%	3%	-2%	-3%	7%	nt
TRPV1 agonist	0	-2	-2	20	1	4	15	-4	-1	-3	1
B2AR arrestin	0.0%	-0.3%	0.0%	-0.7%	-0.1%	-0.5%	-0.3%	0.1%	-0.2%	-0.3%	nt
Eya2 inh	-6%	0%	2%	-1%	6%	-15%	0%	-14%	-14%	-2%	nt
uPA generation	7%	7%	7%	7%	1%	-3%	2%	8%	9%	-2%	8%
Integrin act MD	-6%	-2%	-7%[1.53 µM]	13%	0%	5%	-14%	-5%	-3%	-10%	-13%
BRCA1 expr up	-15%	-12%	11%	-9%	-3%	36%	-11%	-14%	-45%	-7%	-34%
ELG1 genotoxic	-2%	3%	-5%	-5%	-2%	6%	-11%	1%	-1%	0%	nt
USP2a block	2%	0%	0%	4%	-1%	-1%	-1%	0%	1%	-1%	nt
PTAP TSG101 blk	-2%	-2%	-5%	-9%	-5%	-2%	-3%	-2%	0%	-5%	0%

25) CC(=O)Nc1ccc2nc(NC(=O)c3cccs3)sc2c1
26) CCCc1nc(N)c(C#N)c(N)c1C#N
27) CC(C)C[C@@H](CN1C(N)=NC[C@@H]1C)NC(=O)CC12CC3CC(CC(C3)C1)C2
28) CCOC(=O)C1CCCN(C(=O)COc2ccc(C(=O)c3ccc(F)cc3)cc2)C1 (stereo not given)
29) Cc1cc(C)c(S(=O)(=O)Nc2nnc(C(C)C)s2)c(C)c1
30) CN(CC(=O)Nc1cccc2ccccc12)C(=O)c1ccc(F)cc1F
31) CS(=O)(=O)c1nncn1-c1ccccc1
32) COc1cccc(C(=O)NCC(=O)N2CCC3(CC2)NCCc2[nH]cnc23)c1
Assay by compound	25	26	27	28	29	30	31	32
ASM inhibitor	0%	0%	0%	-1%	1%	5%	-6%	6%
p53 reactivator	?	-1%	1%	1%	4%	-6%	-5%	-1%
TRPV1 agonist	-2	-3	nt	nt	1	6	-6	-2
B2AR arrestin	-0.3%	-1.2%	0.1%	-0.3%	0.1%	0.3%	0.0%	-0.2%
Eya2 inh	3%	-4%	-13%	-27%	3%	-1%	-5%	1%
uPA generation	-2%	-8%	11%	-2%	4%	2%	-4%	2%
Integrin act MD	5%	19%	-15%	2%	-25%	-6%	19%	11µM*
BRCA1 expr up	10%	14%	0%	-5%	0%	-1%	-6%	0%
ELG1 genotoxic	?	2%	3%	-2%	-1%	0%	-1%	1%
USP2a block	3%	-2%	8%	3%	5%	0%	-7%	1%
PTAP TSG101 blk	-2%	-1%	-1%	-8%	-4%	-1%	-6%	-2%

33) C=CCn1c(=O)c2ccc(C(=O)NCc3ccccc3)cc2n(Cc2ccc(Cl)cc2)c1=O
34) Cc1cc(C)c(NC(=O)C2CC(=O)N(C(C)C)C2)c(C)c1 (stereo not given)
35) CCC(=O)N1CCN(CCN=CC2=C(O)CC(c3ccc(OC)cc3)CC2=O)CC1 (stereo not given)
36) O=c1/c(=C\c2ccc3c(c2)OCO3)sc2n1CCCN=2
37) COc1cccc(-n2c(SCC(N)=O)nnc2-c2c[nH]c3ccccc23)c1
38) COCCNC(=O)CSc1nc2cc3c(cc2c(=O)n1CCCC(=O)NCc1ccc(OC)cc1)OCO3
Assay by compound	33	34	35	36	37	38
ASM inhibitor	3%	7%	3%	10%	1%	-1%
p53 reactivator	0%	-3%	-1%	26%	0%	0%
TRPV1 agonist	3	1	-1	9	0	1
B2AR arrestin	-1.5%	-0.2%	5.1%	-1.1%	-0.5%	-0.1%
Eya2 inh	1%	4%	1%	-6%	3%	10%
uPA generation	0%	12%	2%	-4%	7%	3%
Integrin act MD	17%	-1%	20%	9%	-2%	-1%
BRCA1 expr up	-14%	0%	3%	?	-11%	15%
ELG1 genotoxic	12%	-1%	-1%	3.3µM*	-4%	-2%
USP2a block	1%	0%	1%	1%	3%	-4%
PTAP TSG101 blk	-2%	1%	-2%	-4%	-2%	0%
